Assay outcomes (PubChem BioAssay)
MEKK3 PB1 HTS – modulators (inhibitors or enhancers) of MEK5 binding to human MEKK3 PB1 domain | 290,000 tested, 1.4% active | bead-based flow cytometry, Alexa488-MEK5 binding to MEKK3; actives lie on both sides; 0 = blocked by unlabeled MEK5, 100 = vehicle | Q99759 | binding response (% of control), % at 10 µM;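 active = binding response more than 3 SD above or below the average of its plate-row segment, actives on both sides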;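 also: Alexa488 bead fluorescence after subtracting the streptavidin-only scavenger bead signal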
Target sequence (Q99759 whole entry, looked up, the tested form may be a part): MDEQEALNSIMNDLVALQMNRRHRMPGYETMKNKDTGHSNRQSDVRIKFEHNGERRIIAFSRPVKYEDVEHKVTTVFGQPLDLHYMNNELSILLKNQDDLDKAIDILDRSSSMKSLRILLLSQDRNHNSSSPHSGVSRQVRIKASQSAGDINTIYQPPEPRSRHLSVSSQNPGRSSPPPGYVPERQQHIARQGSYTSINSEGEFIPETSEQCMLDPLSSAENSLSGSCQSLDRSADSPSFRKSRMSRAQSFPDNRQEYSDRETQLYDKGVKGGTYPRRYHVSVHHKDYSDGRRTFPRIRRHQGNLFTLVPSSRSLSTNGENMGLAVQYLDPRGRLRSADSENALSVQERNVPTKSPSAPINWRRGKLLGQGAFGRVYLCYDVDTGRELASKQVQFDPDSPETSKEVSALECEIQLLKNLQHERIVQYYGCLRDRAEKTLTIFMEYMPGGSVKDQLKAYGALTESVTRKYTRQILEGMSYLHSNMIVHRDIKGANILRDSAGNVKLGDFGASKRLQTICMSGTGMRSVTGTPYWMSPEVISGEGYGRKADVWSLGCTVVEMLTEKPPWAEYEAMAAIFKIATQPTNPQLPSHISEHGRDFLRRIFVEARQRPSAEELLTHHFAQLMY
M18AAP inhibitor – blocks P. falciparum M18 aspartyl aminopeptidase. recombinant PfM18AAP, H-Glu-NHMec fluorogenic cleavage. inhibition, % at 7.35 µM. 290,000 tested, 1.2% active;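 active = inhibition above the campaign mean inhibition over all tested compounds plus 3 SD, cut at about 28% in these data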;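 also: 0% = plate median of test compound wells and 100% = 2 mM ZnCl2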
NALP1 yeast inh – inhibitors of NALP1 inflammasome in yeast; inhibition, % at 10 µM; S. cerevisiae NALP1/ASC/caspase-1 growth, X-gal OD620, 72 h; 280,000 tested, 0.61% active; AID 2071; in the data active = inhibition mostly above about 24%, no sharp cut-off; inactive = mostly below about 32%; also: some compounds called inactive have numbers as strong as hits
GPR7 antag – human neuropeptides B/W receptor 1 antagonism; GPR7-expressing cells, fluorescence antagonist assay; inhibition, % at 4.4 µM; 290,000 tested, 1.1% active; in the data active = inhibition above about 16%, passing the limit was not always enough;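 also: cells stimulated with the agonist NPW; 0% = agonist with vehicle and 100% = vehicle without agonist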
MEKK2 mut-MEK5 – signal of MEK5 binding to mutant human MEKK2 PB1 domain | bead flow cytometry, Alexa488-MEK5 binding to MEKK2 mutant | percent response, % at 10 µM | 290,000 tested, 0.35% active; in the data active = percent response above about 24%, passing the limit was not always enough; also: inactives centre near 1; some results filed as inactive read as strong as hits; reference of the scale not given here
DNA FID counter – displaces DNA intercalator in HCV helicase counter-screen; DNA fluorescent intercalator displacement, fluorescence; inhibition, % at 7.9 µM; 290,000 tested, 0.17% active; AID 1845; in the data active = inhibition above about 37%;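 also: 0% = vehicle and 100% = reference compound; higher means more ethidium bromide displaced from hairpin DNA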
MEKK2 WT-MEK5 – raises or lowers MEK5 binding to wildtype human MEKK2 PB1 domain | bead flow cytometry, Alexa488-MEK5 binding to MEKK2 WT; actives lie on both sides | Q9Y2U5 | binding response (% of control), % at 10 µM | 290,000 tested, 1.1% active; in the data active = binding response below about 67% or above about 130%
OXTR ag – human OXTR agonism | CHO-OTR cells, Fluo-8 calcium fluorescence; normalized: DMSO 0%, oxytocin 100% | P30559 | 320,000 tested, 0.32% active | AID 2435 | activation, % at 3 µM;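 active = activation above the mean of all tested compounds plus 3 SD, cutoff set per screening run, cut at about 20% in these data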;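 also: peak over basal fluorescence ratio from a 100 s FLIPR kinetic read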
Target sequence (P30559 whole entry, looked up): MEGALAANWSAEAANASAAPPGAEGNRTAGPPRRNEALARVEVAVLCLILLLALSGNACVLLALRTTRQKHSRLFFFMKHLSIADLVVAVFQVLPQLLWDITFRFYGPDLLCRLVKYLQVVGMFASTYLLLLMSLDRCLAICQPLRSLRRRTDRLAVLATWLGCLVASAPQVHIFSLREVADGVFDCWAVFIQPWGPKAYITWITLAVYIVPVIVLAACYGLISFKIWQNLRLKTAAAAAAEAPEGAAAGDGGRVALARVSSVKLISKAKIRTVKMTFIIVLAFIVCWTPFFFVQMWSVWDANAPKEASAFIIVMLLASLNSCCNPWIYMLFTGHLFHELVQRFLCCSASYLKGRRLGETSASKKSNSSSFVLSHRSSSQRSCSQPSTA
PHOSPHO1 block – blocks human PHOSPHO1 phosphatase activity; recombinant PHOSPHO1, absorbance phosphatase assay; 290,000 tested, 1.1% active; inhibition, % at 13.3 µM; Q8TCT1; in the data active = inhibition above about 60%
* marks the source's active call; other numbers are inactive results.

For CCc1cc(=O)oc2cc(OC3CCCCC3=O)ccc12 (configuration not stated) the results were MEKK3 PB1 HTS 108, M18AAP inhibitor -1, NALP1 yeast inh 12, GPR7 antag 4, MEKK2 mut-MEK5 8, DNA FID counter -17, MEKK2 WT-MEK5 112, OXTR ag -0.6 and PHOSPHO1 block 33.
`O=C(Nc1c(Cl)ccc2nsnc12)c1ccc([N+](=O)[O-])o1` gave MEKK3 PB1 HTS 101, M18AAP inhibitor 3, NALP1 yeast inh 27, GPR7 antag 5, MEKK2 mut-MEK5 -5, DNA FID counter 7, MEKK2 WT-MEK5 98, OXTR ag -0.1 and PHOSPHO1 block 24.
`Cn1c(=O)c2c(nc(Cl)n2CC(=O)N2CCCCC2)n(C)c1=O` gave MEKK3 PB1 HTS 99, M18AAP inhibitor -8, NALP1 yeast inh 4, GPR7 antag -13, MEKK2 mut-MEK5 -9, DNA FID counter 0, MEKK2 WT-MEK5 82, OXTR ag 0.5 and PHOSPHO1 block -12.
Screening COc1ccc(Nc2nc(N3CCN(S(=O)(=O)N(C)C)CC3)nc3ccccc23)cc1 returned MEKK3 PB1 HTS 103, M18AAP inhibitor 11, NALP1 yeast inh 10, GPR7 antag 8, MEKK2 mut-MEK5 6, DNA FID counter 13, MEKK2 WT-MEK5 110, OXTR ag -0.4 and PHOSPHO1 block 20.
For CCOC(=O)c1cnc(SCC(=O)Nc2nc(C)c(C)s2)nc1N the results were MEKK3 PB1 HTS 105, M18AAP inhibitor 3, NALP1 yeast inh 12, GPR7 antag -20, MEKK2 mut-MEK5 -6, DNA FID counter -6, MEKK2 WT-MEK5 104, OXTR ag 3.4 and PHOSPHO1 block 26.
For CCc1ccc(N(C(=O)CCC(=O)Nc2cc(C)on2)C(C(=O)NC2CCCC2)c2ccco2)cc1 (configuration not stated) the results were MEKK3 PB1 HTS 86, M18AAP inhibitor 2, NALP1 yeast inh -88, GPR7 antag -11, MEKK2 mut-MEK5 3, DNA FID counter -7, MEKK2 WT-MEK5 96, OXTR ag -2.9 and PHOSPHO1 block 4.
`O=C(CCC1CCCN(Cc2cccc(Cl)c2)C1)NCc1ccccc1F` (configuration not stated) gave MEKK3 PB1 HTS 102, M18AAP inhibitor -7, GPR7 antag -4, MEKK2 mut-MEK5 -1, DNA FID counter 3, MEKK2 WT-MEK5 103, OXTR ag 0.8 and PHOSPHO1 block 32.
Screening CC(C)(C)c1ccc(/C=N/NC(=O)Cc2c[nH]c3ccccc23)cc1 returned MEKK3 PB1 HTS 110, M18AAP inhibitor -3, NALP1 yeast inh 12, GPR7 antag -4, MEKK2 mut-MEK5 -2, DNA FID counter -3, MEKK2 WT-MEK5 88, OXTR ag 0.8 and PHOSPHO1 block -15.
For CN(C)NC(=O)C(NC(=O)c1ccccc1)C12CC3CC(CC(C3)C1)C2 (configuration not stated) the results were MEKK3 PB1 HTS 93, M18AAP inhibitor -3, NALP1 yeast inh -6, GPR7 antag -5, MEKK2 mut-MEK5 -9, DNA FID counter -14, MEKK2 WT-MEK5 93, OXTR ag 0.6 and PHOSPHO1 block 0.
For Cc1ccc(CCN2CC(C(=O)NCc3cccnc3)CC2=O)cc1 (configuration not stated) the results were MEKK3 PB1 HTS 104, M18AAP inhibitor -1, GPR7 antag -12, MEKK2 mut-MEK5 -1, DNA FID counter -6, MEKK2 WT-MEK5 106 and OXTR ag -0.2.

By substructure: the compounds so far with a furan ring, fused or not
`O=C(Nc1c(Cl)ccc2nsnc12)c1ccc([N+](=O)[O-])o1` gave MEKK3 PB1 HTS 101, M18AAP inhibitor 3, NALP1 yeast inh 27, GPR7 antag 5, MEKK2 mut-MEK5 -5, DNA FID counter 7, MEKK2 WT-MEK5 98, OXTR ag -0.1 and PHOSPHO1 block 24.
For CCc1ccc(N(C(=O)CCC(=O)Nc2cc(C)on2)C(C(=O)NC2CCCC2)c2ccco2)cc1 (configuration not stated) the results were MEKK3 PB1 HTS 86, M18AAP inhibitor 2, NALP1 yeast inh -88, GPR7 antag -11, MEKK2 mut-MEK5 3, DNA FID counter -7, MEKK2 WT-MEK5 96, OXTR ag -2.9 and PHOSPHO1 block 4.

The list goes on:
O=C(CCC(=O)Nc1ccccc1)NNC(=O)c1ccccc1Cl was read as MEKK3 PB1 HTS 105, M18AAP inhibitor 0, NALP1 yeast inh 6, GPR7 antag -13, MEKK2 mut-MEK5 -1, DNA FID counter 8, MEKK2 WT-MEK5 97, OXTR ag -0.9 and PHOSPHO1 block 36.
O=C(CSCc1cc(=O)n2ccsc2n1)Nc1ccccc1 was read as MEKK3 PB1 HTS 106, M18AAP inhibitor -8, NALP1 yeast inh 23, GPR7 antag -4, MEKK2 mut-MEK5 6, DNA FID counter -3, MEKK2 WT-MEK5 106, OXTR ag 0.7 and PHOSPHO1 block 18.
Screening Cc1ccc2c(c1)N(CCC(=O)NCCCOC(C)C)C(=O)C(C)O2 (configuration not stated) returned MEKK3 PB1 HTS 100, M18AAP inhibitor -1, NALP1 yeast inh 5, GPR7 antag -10, MEKK2 mut-MEK5 -3, DNA FID counter -22, MEKK2 WT-MEK5 98, OXTR ag 1.0 and PHOSPHO1 block 25.
Screening CCc1ccc(C2c3[nH]c4ccccc4c3CCN2C(=O)CN2CCN(CC)CC2)cc1 (configuration not stated) returned MEKK3 PB1 HTS 102, M18AAP inhibitor -2, NALP1 yeast inh 18, GPR7 antag 13, MEKK2 mut-MEK5 22, DNA FID counter 31, MEKK2 WT-MEK5 133, OXTR ag 8.8 and PHOSPHO1 block 27.
Screening O=C(CCCNC(=O)c1ccc(Cl)cc1)Nc1ncccc1O returned MEKK3 PB1 HTS 99, M18AAP inhibitor 5, NALP1 yeast inh 6, GPR7 antag -15, MEKK2 mut-MEK5 3, DNA FID counter -5, MEKK2 WT-MEK5 100, OXTR ag -0.7 and PHOSPHO1 block 47.
Screening Nc1c(S(=O)(=O)c2ccccc2)csc1C(=O)O returned MEKK3 PB1 HTS 98, M18AAP inhibitor 2, NALP1 yeast inh 8, GPR7 antag 0, MEKK2 mut-MEK5 -6, DNA FID counter -1, MEKK2 WT-MEK5 97, OXTR ag -0.8 and PHOSPHO1 block 32.
`CCCc1n[nH]c2c1/C(=N\O)CCC2` gave MEKK3 PB1 HTS 99, M18AAP inhibitor 2, NALP1 yeast inh 19, GPR7 antag -7, MEKK2 mut-MEK5 1, DNA FID counter -1, MEKK2 WT-MEK5 99, OXTR ag -0.1 and PHOSPHO1 block -36.
`O=C(CSC1=NS(=O)(=O)c2ccccc21)Nc1ccccc1` gave MEKK3 PB1 HTS 111, M18AAP inhibitor -8, NALP1 yeast inh 64, GPR7 antag -3, MEKK2 mut-MEK5 5, DNA FID counter 0, MEKK2 WT-MEK5 109, OXTR ag 1.6 and PHOSPHO1 block 88*.
`CCOC(=O)N1CCN(C(=O)c2ccc3c(=O)n(CCc4ccccc4)c(=O)[nH]c3c2)CC1` gave MEKK3 PB1 HTS 125*, M18AAP inhibitor -6, NALP1 yeast inh 38, GPR7 antag 27, MEKK2 mut-MEK5 9, DNA FID counter -17, MEKK2 WT-MEK5 125, OXTR ag -0.5 and PHOSPHO1 block -18.
Screening CC(=O)c1ccc(NC(=O)CCCCCn2nnc3ccccc3c2=O)cc1 returned MEKK3 PB1 HTS 101, M18AAP inhibitor 8, NALP1 yeast inh -2, GPR7 antag -4, MEKK2 mut-MEK5 2, DNA FID counter -26, MEKK2 WT-MEK5 102 and OXTR ag 1.3.
`Cc1ccc(NC(=S)N(CCN(C)C)C(C)c2ccco2)c(C)c1` (configuration not stated) gave MEKK3 PB1 HTS 107, M18AAP inhibitor -3, GPR7 antag -8, MEKK2 mut-MEK5 -1, DNA FID counter 0, MEKK2 WT-MEK5 103, OXTR ag 1.3 and PHOSPHO1 block 39.
Screening COc1ccc(C(O)(C(=O)NNc2ccc(C)cc2)c2cccs2)cc1 (configuration not stated) returned MEKK3 PB1 HTS 122*, M18AAP inhibitor 42*, NALP1 yeast inh 8, GPR7 antag -2, MEKK2 mut-MEK5 5, DNA FID counter -6, MEKK2 WT-MEK5 115, OXTR ag -0.6 and PHOSPHO1 block 31.
Screening Cc1cc(C)nc(NC(=O)c2csnn2)c1 returned MEKK3 PB1 HTS 100, M18AAP inhibitor 7, NALP1 yeast inh 0, GPR7 antag -7, MEKK2 mut-MEK5 -4, DNA FID counter 2, MEKK2 WT-MEK5 97, OXTR ag 0.1 and PHOSPHO1 block 28.
For COc1cc2cc(C(=O)N/N=C/c3ccc(F)cc3)[nH]c2cc1OC the results were MEKK3 PB1 HTS 106, M18AAP inhibitor 17, NALP1 yeast inh 12, GPR7 antag -16, MEKK2 mut-MEK5 4, DNA FID counter -20, MEKK2 WT-MEK5 109, OXTR ag -0.8 and PHOSPHO1 block 18.
`Cc1c(F)cccc1NS(=O)(=O)c1ccc(OCCNS(C)(=O)=O)cc1` gave MEKK3 PB1 HTS 59, M18AAP inhibitor 2, NALP1 yeast inh 20, GPR7 antag 6, MEKK2 mut-MEK5 -26, DNA FID counter -6, MEKK2 WT-MEK5 68, OXTR ag 2.0 and PHOSPHO1 block 5.
For Cc1ccc(S(=O)(=O)N2CCN(C(=O)C3CCCC3)CC2)cc1C the results were MEKK3 PB1 HTS 101, M18AAP inhibitor -4, NALP1 yeast inh 16, GPR7 antag 1, MEKK2 mut-MEK5 -1, DNA FID counter -29, MEKK2 WT-MEK5 102, OXTR ag 0.8 and PHOSPHO1 block -73.
N#Cc1c(-c2cccc([N+](=O)[O-])c2)nc2n(c1=O)CCS2 was read as MEKK3 PB1 HTS 103, M18AAP inhibitor -3, NALP1 yeast inh 13, GPR7 antag 9, MEKK2 mut-MEK5 4, DNA FID counter -2, MEKK2 WT-MEK5 102, OXTR ag 0.9 and PHOSPHO1 block 23.
For CCCC(=O)Nc1ccc(C(=O)NNC(=O)c2cccc([N+](=O)[O-])c2)cc1 the results were MEKK3 PB1 HTS 84, M18AAP inhibitor -13, NALP1 yeast inh -12, GPR7 antag 1, MEKK2 mut-MEK5 -11, DNA FID counter 3, MEKK2 WT-MEK5 81, OXTR ag 0.8 and PHOSPHO1 block 8.
Screening O=C(C1CCCCC1)N1CCN(S(=O)(=O)c2ccc(Cl)cc2)CC1 returned MEKK3 PB1 HTS 106, M18AAP inhibitor 6, NALP1 yeast inh 0, GPR7 antag -7, MEKK2 mut-MEK5 -2, DNA FID counter -24, MEKK2 WT-MEK5 104, OXTR ag 1.1 and PHOSPHO1 block 1.

Reprinted at random: four compounds from above, in no set order.
`Cc1c(F)cccc1NS(=O)(=O)c1ccc(OCCNS(C)(=O)=O)cc1` gave MEKK3 PB1 HTS 59, M18AAP inhibitor 2, NALP1 yeast inh 20, GPR7 antag 6, MEKK2 mut-MEK5 -26, DNA FID counter -6, MEKK2 WT-MEK5 68, OXTR ag 2.0 and PHOSPHO1 block 5.
For Cc1ccc(S(=O)(=O)N2CCN(C(=O)C3CCCC3)CC2)cc1C the results were MEKK3 PB1 HTS 101, M18AAP inhibitor -4, NALP1 yeast inh 16, GPR7 antag 1, MEKK2 mut-MEK5 -1, DNA FID counter -29, MEKK2 WT-MEK5 102, OXTR ag 0.8 and PHOSPHO1 block -73.
N#Cc1c(-c2cccc([N+](=O)[O-])c2)nc2n(c1=O)CCS2 was read as MEKK3 PB1 HTS 103, M18AAP inhibitor -3, NALP1 yeast inh 13, GPR7 antag 9, MEKK2 mut-MEK5 4, DNA FID counter -2, MEKK2 WT-MEK5 102, OXTR ag 0.9 and PHOSPHO1 block 23.
Screening COc1ccc(C(O)(C(=O)NNc2ccc(C)cc2)c2cccs2)cc1 (configuration not stated) returned MEKK3 PB1 HTS 122*, M18AAP inhibitor 42*, NALP1 yeast inh 8, GPR7 antag -2, MEKK2 mut-MEK5 5, DNA FID counter -6, MEKK2 WT-MEK5 115, OXTR ag -0.6 and PHOSPHO1 block 31.
